Tb PYK inh: blocks Trypanosoma brucei pyruvate kinase; TbPYK enzyme, Kinase-Glo Plus ATP luminescence, 45 min; Potency, µM (series often up to 76.8 µM), for the others: at the top dose activity, negative = inhibition, most hits filed as inhibitors; hit rate 0.12% among 410,000; also: potency is read from the fitted curve at half-maximal effect; % is scaled to controls: 0 for no effect and ±100 for the full control effect; nearly all actives have a fitted effect of over 50% in size
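T. brucei PYK with substrate was exposed to pin-transferred compounds across a concentration series, then started with 130 uM ADP (final). After 45 min at room temperature, Kinase-Glo Plus luminescence was read, normalized and curve-fitted.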
LmPK inh: blocks Leishmania mexicana pyruvate kinase activity; purified LmPK, Kinase-Glo ATP luminescence, 1 h; Potency, µM (series often up to 57.5 µM), without a hit: top-dose activity change, negative = inhibition, usual class: inhibitors; Q27686; hit rate 0.37% among 290,000; also: potency is read from the fitted curve at half-maximal effect; % is scaled to controls: 0 for no effect and ±100 for the full control effect
Target sequence (Q27686 whole entry, looked up): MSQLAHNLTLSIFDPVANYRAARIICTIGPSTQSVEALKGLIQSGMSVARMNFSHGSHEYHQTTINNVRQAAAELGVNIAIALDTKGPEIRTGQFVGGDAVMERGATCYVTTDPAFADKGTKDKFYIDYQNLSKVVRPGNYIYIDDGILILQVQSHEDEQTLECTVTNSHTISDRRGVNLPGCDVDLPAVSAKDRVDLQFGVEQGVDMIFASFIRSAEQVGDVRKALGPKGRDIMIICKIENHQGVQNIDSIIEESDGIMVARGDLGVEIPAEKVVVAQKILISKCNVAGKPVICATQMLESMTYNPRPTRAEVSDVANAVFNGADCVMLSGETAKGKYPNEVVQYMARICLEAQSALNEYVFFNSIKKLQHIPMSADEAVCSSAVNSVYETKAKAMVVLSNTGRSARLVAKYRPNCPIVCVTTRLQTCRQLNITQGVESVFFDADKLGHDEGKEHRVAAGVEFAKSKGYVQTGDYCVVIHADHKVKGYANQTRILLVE
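Purified LmPK (0.1 nM) with 0.5 mM PEP and 0.1 mM ADP in imidazole buffer pH 7.2 with MgCl2/KCl, 1 h at room temperature. ATP formed was read by luciferase luminescence and normalized to no-enzyme and uninhibited controls.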
Pf growth 96h: P. falciparum growth inhibition at 96 hours; P. falciparum luciferase reporter growth, 96 h; Potency, µM (titrated, usually from 28.7 µM), inactives show top-dose activity change, negative = inhibition, hits mostly inhibitors; hit rate 6.9% among 320,000; also: potency is read from the fitted curve at half-maximal effect; % is scaled to controls: 0 for no effect and ±100 for the full control effect
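Luminescence readout: decreased luciferase signal marks inhibited growth of reporter-expressing P. falciparum in infected red cells (2% hematocrit, 0.05% parasitemia final), exposed to compound two generations (96 h, 37 C, 5% CO2).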
AMA1-RON2 inh: inhibitors of Plasmodium falciparum AMA1-RON2 interaction; AID 720542; AlphaScreen AMA1-biotinylated RON2 peptide binding; hit rate 0.2% among 360,000; Potency, µM (titrated, usually from 58.2 µM), inactives show at the top dose activity change, negative = inhibition, most hits filed as inhibitors;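 also: potency is read from the fitted curve at half-maximal effect; 0% = vehicle wells and -100% = peptide control; nearly all actives have a fitted effect of over 45% in size; some results filed as inactive show a strong effect at the top dose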
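AMA1 (3D7) with his tag at 25 nM final met compounds first, then biotinylated RON2 peptide at 25 nM; detection used donor plus acceptor beads, 10 µg/mL apiece, read by AlphaScreen after 30 min at room temperature.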
Pf growth 48h: P. falciparum growth inhibition at 48 hours (one generation) | P. falciparum luciferase growth in erythrocytes, 48 h | Potency, µM (titrated, usually from 28.7 µM), without a hit: top-dose activity change, negative = inhibition, actives largely listed as inhibitors | hit rate 5.9% among 310,000; also: potency is read from the fitted curve at half-maximal effect; % is scaled to controls: 0 for no effect and ±100 for the full control effect
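Here the parasites carry a stable luciferase gene and grow inside erythrocytes in Albumax-based RPMI medium with compound for one erythrocytic cycle. Activity is scored as loss of luminescent signal.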
Shiga inhibitor: Shiga toxin inhibition | Vero cells, Shiga toxin protein synthesis inhibition reporter | inhibition, % at 38.7 µM | hit rate 9.2% among 290,000; in the data active = inhibition mostly above about 28%, no sharp cut-off; inactive = mostly below about 43%; also: 0% is about no effect
CHX counter: counter-screen for Shiga toxin inhibitors: cycloheximide protein synthesis inhibition. cell reporter, cycloheximide protein synthesis inhibition counterscreen. max response, %. hit rate 12% among 300,000. AID 2314; in the data active = max response mostly above about 13%, no sharp cut-off; inactive = mostly below about 14%; also: read at 38.3 µM for the half of the compounds with a filed dose; 0% is about no effect
Starred values were filed as active, the others as inactive; i = inactive; ? = inconclusive; · = not tested or not shown; [ ] = remark or other dose. Unless noted, calls follow the shape of the dose curve; as a rule, active = well fitted curve in the direction sought with a large enough effect; inconclusive = small, poorly fitted or top-dose-only effect, or another doubt; inactive = no such curve, though single readings can be large; an effect the other way counts as inactive or inconclusive.

Sample of the layout, 2 compounds:
No.	canonical_smiles	Tb PYK inh	LmPK inh	Pf growth 96h	AMA1-RON2 inh
1	O=C(O)C1CCCCC1C(=O)NCCCn1ccnc1 (centres undefined)	4%	1%	·	-10%
2	COc1cc(/C=N/Nc2nc3ccccc3o2)cc(OC)c1O	·	4%	·	35%[activator]

No.	Pf growth 48h	Shiga inhibitor	CHX counter
1	19%	-15	10
2	7%	42	25

This part in full, repeating the preview:
No.	canonical_smiles	Tb PYK inh	LmPK inh	Pf growth 96h	AMA1-RON2 inh
1	O=C(O)C1CCCCC1C(=O)NCCCn1ccnc1 (centres undefined)	4%	1%	·	-10%
2	COc1cc(/C=N/Nc2nc3ccccc3o2)cc(OC)c1O	·	4%	·	35%[activator]
3	O=C(CN(c1ccccc1Cl)S(=O)(=O)c1ccccc1)N/N=C/c1ccccc1C(=O)O	-6%	2%	?	0%
4	CCNC(=O)CNC(=O)c1nn(Cc2ccccc2)c(=O)c2ccccc12	0%	-4%	-12%	4%
5	O=S(=O)(c1ccc(Cl)cc1)N1CCC(c2nc3ccccc3[nH]2)CC1	-3%	0%	-14%	-13%
6	Cc1cc(OCC(=O)Nc2ccccn2)c2c(C)cc(=O)oc2c1	-3%	0%	35%[activator]	-1%
7	O=C(NCCS(=O)(=O)N1CCN(c2cccc(Cl)c2)CC1)c1ccco1	0%	·	?	-9%
8	CCOC(=O)c1sc2ncn(CC(=O)N(CC)CC)c(=O)c2c1C	12%	0%	?	-1%
9	C/C(CCc1oc2c(Br)cc(Br)cc2c1-c1ccc(C)o1)=N\O	-17%	-12%	-8%	3.8µM*
10	Cc1cc2nc(-c3ccccn3)c(-c3ccccn3)nc2cc1C	·	?	67%[activator]	·
11	Cc1ccc(S(=O)(=O)NNC(=O)Nc2ccc(Cl)cc2)cc1	0%	9%	39%[activator]	-1%
12	Cc1ccc(NC(=O)CSc2n[nH]c(N)n2)cc1S(=O)(=O)N1CCOCC1	-7%	0%	?	3%

No.	Pf growth 48h	Shiga inhibitor	CHX counter
1	19%	-15	10
2	7%	42	25
3	?	-2	-3
4	4%	-16	-5
5	?	-10	-5
6	19%	16	21
7	12%	·	·
8	-3%	5	1
9	?	-2	-2
10	65%[activator]	30	18*
11	-2%	-12	-5
12	?	-8	-1

Further entries.
No.	canonical_smiles	Tb PYK inh	LmPK inh	Pf growth 96h	AMA1-RON2 inh
13	O=C(NCCc1ccc(Cl)cc1Cl)c1cc([N+](=O)[O-])c[nH]c1=O	-1%	2%	?	-18%
14	COc1ccc(C)cc1-n1nnnc1SCC1CCCO1 (centres undefined)	-13%	5%	?	13%
15	COc1cc(OC)cc(C(=O)NC(C(=O)Nc2ccc3c(c2)CCC3)C(C)C)c1 (centres undefined)	0%	·	?	-7%
16	COc1ccc(C(=O)Nc2ccccc2C(=O)N/N=C/c2ccncc2)cc1OC	-29%	14µM*	188%[activator]	2%
17	CC1CCN(C(=O)COC(=O)C23CC4CC(CC(O)(C4)C2)C3)CC1	-1%	·	82%[activator]	-7%
18	CCc1ccccc1N1CCN(S(=O)(=O)c2ccc(F)c(C)c2)CC1	3%	0%	·	-9%
19	COCCN(C(=O)c1ccccc1OC)c1nnc(C)s1	-5%	-1%	-9%	-2%
20	CCN1C(=O)S/C(=C/c2ccc(Sc3nc4ccccc4[nH]3)o2)C1=O	8%	4%	9.3µM*	-12%
21	CNc1c(N)c(=O)oc2ccccc12	2%	-18%	?	27%
22	O=C(CN(c1ccc(F)cc1)S(=O)(=O)c1ccc2c(c1)OCCO2)N1CCOCC1	-4%	3%	1µM*	-3%
23	COc1ccc(NCc2nnc(SCc3ccc(Cl)cc3)n2-c2ccccc2)cc1	2%	-2%	55%[activator]	20µM*
24	O=C(COC(=O)Cc1c[nH]c2ccccc12)Nc1ccccc1	1%	5%	23%	1%[11.6 µM]

No.	Pf growth 48h	Shiga inhibitor	CHX counter
13	-17%	-3	-5
14	·	-3	11
15	?	·	·
16	64%[activator]	13	13
17	32%[activator]	·	·
18	?	6	10
19	1%	-5	-3
20	-9%	0	11
21	39%[activator]	18	7
22	7%	-2	-2
23	2%	-10	3
24	11%	-8	-1

Other structures:
No.	canonical_smiles	Tb PYK inh	LmPK inh	Pf growth 96h	AMA1-RON2 inh
25	Cc1ccc(C(=O)NCC(=O)N2CCc3ccccc3C2)cc1C	-1%	-10%	17%	-9%
26	COc1cc(C(=O)NCCc2ccc(S(N)(=O)=O)cc2)ccc1OCc1c(C)noc1C	0%	·	?	-8%
27	Cc1ccc(S(=O)(=O)N(C)C)cc1NC(=O)C(C)NC(C)c1cccs1 (centres undefined)	1%	0%	-2%	-1%
28	O=C(CSc1nc2c(c(=O)[nH]1)CCC2)Nc1cccc(Cl)c1	7%	0%	-14%	-3%
29	Cc1nc(-c2ccc(NC(=O)c3cccs3)cc2)cs1	4%	?	·	-17%
30	Fc1ccc(/C=N/NC(=S)Nc2ccc(Cl)cc2)cc1F	-16%	-1%	63%[activator]	12%
31	Cc1cc(/C(=N/O)C(C)(C)NO)ccc1Cl	-11%	-2%	0%	21%
32	CC(=O)n1c2c(c3ccccc31)OC(N)=C(C#N)C2c1ccc(C(C)C)cc1 (centres undefined)	-6%	1%	91%[activator]	-4%
33	COc1cccc(NC(=O)CN(C)C(=O)c2cc(S(=O)(=O)N3CCCCC3)ccc2Cl)c1	1%	·	?	-7%
34	CCCNC(=O)c1ccc2c(=O)n3c(-c4ccc(C)cc4)csc3nc2c1	-18%	-1%	-16%	-6%
35	Cn1cccc1CC(=O)N/N=C/c1ccc([N+](=O)[O-])cc1	-3%	5%	-3%	-20%
36	Nc1cc(OC(=O)c2c(F)cccc2Cl)nn1S(=O)(=O)c1ccccc1	-5%	-6%	10µM*	-4%

No.	Pf growth 48h	Shiga inhibitor	CHX counter
25	17%	-4	12
26	?	·	·
27	-12%	-3	-7
28	-8%	-1	-2
29	?	45*	24*
30	22%	20	22*
31	-17%	-1	-1
32	21%	83*	46*
33	?	·	·
34	-25%	-2	-1
35	-4%	4	-3
36	23%	-7	-1

Continued:
No.	canonical_smiles	Tb PYK inh	LmPK inh	Pf growth 96h	AMA1-RON2 inh
37	CC1(C)CC(=O)C(C2C3=C(CC(C)(C)CC3=O)Oc3ccccc32)C(=O)C1 (centres undefined)	-14%	3%	1%	1%
38	Cc1ccc2cc(C)c3nnc(SCC(=O)Nc4nc5c(s4)CCCC5)n3c2c1	·	7%	-19%	·
39	O=C(Nc1ccncc1)c1cccc2ccccc12	1%	11%	?	-8%
40	CC1CN(CC(=O)NCc2ccc(F)cc2)CC(C)O1 (centres undefined)	0%	3%	36%[activator]	2%
41	CC(=O)N1c2ccc(S(=O)(=O)N(C)CC(=O)NC3CCCCC3C)cc2CC1C (centres undefined)	2%	4%	0%	7%
42	CN(Cc1ccccc1)c1cc(Cl)nc(N)n1	1%	7%	19%	0%
43	CCOC(=O)N1CCN(CC(=O)N2c3ccccc3Sc3ccccc32)CC1	0%	-4%	?	?
44	CC1(c2ccccc2)NC(=O)N(CC(=O)Nc2ccccc2N2CCCC2)C1=O (centres undefined)	-9%	·	-2%	-20%
45	Cc1ccc(-n2c(C)cc(C(=O)COC(=O)c3c(C)noc3C)c2C)cc1	3%	-13%	389%[activator]	-13%
46	COc1ccc(OC)c(CNC(=O)C2CCN(S(=O)(=O)N3CCC(C)CC3)CC2)c1	0%	3%	12µM*	-2%
47	CCCCOc1ccc(C(=O)OC2CC(C)N(C)CC2C)cc1 (centres undefined)	-3%	1%	·	-12%
48	O=C(O)CCc1ccc(-c2cccs2)n1CC1CCCO1 (centres undefined)	0%	5%	-3%[5.75 µM]	-9%

No.	Pf growth 48h	Shiga inhibitor	CHX counter
37	-9%	-8	-1
38	29%	-11	-4
39	?	2	15
40	25%	-7	-4
41	?	-10	6
42	-5%	2	8
43	?	-13	-1
44	?	·	·
45	227%[activator]	104*	39*
46	1%	3	-1
47	?	14	6
48	3%	-12	-4

Following part:
No.	canonical_smiles	Tb PYK inh	LmPK inh	Pf growth 96h	AMA1-RON2 inh
49	COc1ccc(C(=O)Nc2ccc(N3CCCC3)cc2)cc1Br	-23%	3%	?	-25%
50	CSc1c[n+]2c(n1C)CCC2	-8%	2%	-13%	22%
51	O=C(COC(=O)c1ccc[nH]c1=O)NCCCc1ccccc1	0%	·	12%	-2%
52	O=C(Nc1cnc2ccccn2c1=O)c1ccc(Cl)cc1Cl	-1%	?	i	7%
53	CC1CCN(S(=O)(=O)N2CCC(C(=O)NCc3ccc4c(c3)OCO4)CC2)CC1	0%	-1%	-25%	7%
54	COc1ccc(C(CNC(=O)C(CCSC)NC(=O)c2ccccc2OC)N2CCCCC2)cc1 (centres undefined)	0%	-2%	12µM*	-9%
55	Cc1onc(-c2ccccc2)c1C(=O)NNC(=S)NC(=O)/C=C/c1cccs1	-4%	-1%	?	55%[activator]
56	COc1ccc(-c2noc(C3CCCN(C(=O)c4c(F)cccc4F)C3)n2)cc1OC (centres undefined)	-2%	7%	1%	-1%
57	Cc1cc(C=O)c(C)n1-c1sc2c(c1C(=O)O)CCCC2	-15%	2%	?	-3%
58	CCCCCC(=O)NC(=S)Nc1cccc(-c2nc3ncccc3o2)c1	0%	2%	15%	9%
59	O=C(CN(C(=O)c1csnn1)c1cccc(C(F)(F)F)c1)NCCc1ccccc1	2%	-9%	11%	5%
60	CC(NC(=O)CN1C(=O)NC2(CCCC2)C1=O)c1ccc2ccccc2c1 (centres undefined)	0%	·	0%	5%
61	CNC(=O)c1sc(N2N=C3/C(=C/c4ccccc4)CCCC3C2c2ccccc2)nc1C (centres undefined)	-6%	4%	3.3µM*	20%
62	Cc1ccc(N2CCN(S(=O)(=O)c3ccc(F)c(C)c3)CC2)c(C)c1	-8%	-9%	·	10%
63	COC(=O)c1ccc(S(=O)(=O)N2CCCN(Cc3ccccc3)CC2)n1C	-1%	4%	23%	10%

No.	Pf growth 48h	Shiga inhibitor	CHX counter
49	1%	17	12
50	-11%	-20	-7
51	8%	·	·
52	425%[activator]	96*	44*
53	6%	-14	-2
54	?	-2	-1
55	23%	-8	-7
56	-23%	·	12
57	-8%	-2	-1
58	-5%	6	-3
59	-4%	-5	-5
60	-18%	·	·
61	?	-2	-4
62	-2%	-4	-3
63	3%	-12	1

Record cards, from the list above. Values in the order: Tb PYK inh | LmPK inh | Pf growth 96h | AMA1-RON2 inh | Pf growth 48h | Shiga inhibitor | CHX counter
Record of CSc1c[n+]2c(n1C)CCC2 : -8% | 2% | -13% | 22% | -11% | -20 | -7
Record of COc1ccc(C(=O)Nc2ccc(N3CCCC3)cc2)cc1Br : -23% | 3% | ? | -25% | 1% | 17 | 12
Record of CNC(=O)c1sc(N2N=C3/C(=C/c4ccccc4)CCCC3C2c2ccccc2)nc1C (centres undefined) : -6% | 4% | 3.3µM* | 20% | ? | -2 | -4
Record of O=C(COC(=O)c1ccc[nH]c1=O)NCCCc1ccccc1 : 0% | · | 12% | -2% | 8% | · | ·
Record of CC1CCN(S(=O)(=O)N2CCC(C(=O)NCc3ccc4c(c3)OCO4)CC2)CC1 : 0% | -1% | -25% | 7% | 6% | -14 | -2

Bioassay records from PubChem BioAssay.
